# Assay outcomes: PubChem, several laboratories
# PRMT1 inh: PRMT1 (human) inhibition, primary screen; 370,000 compounds, 1.3% hits; AID 652257; Q99873; inhibition, % at 2.79 µM; recombinant PRMT1, activity-based probe fluorescence polarization;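 active = inhibition above about 21% made by adding two undisclosed values, limit read from the data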
# PG9 Ab binder: PG9 antibody binding by small molecule | TR-FRET gp120-PG9 antibody binding | inhibition, % at 6.7 µM | 360,000 compounds, 0.43% hits; in the data active = inhibition above about 8.5%
# SIAE inh: blocks human sialic acid acetylesterase. Q9HAT2. SIAE FP-Rh probe binding, fluorescence polarization. inhibition, % at 9.66 µM. 370,000 compounds, 0.69% hits. AID 1053197;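 active = inhibition above a cutoff: mean of compounds within the control limits plus 3 SD of those, cut at about 17% in these data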;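 also: 0% = plate median of compound wells and 100% = probe without SIAE protein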
# Target sequence (Q9HAT2 whole entry, looked up): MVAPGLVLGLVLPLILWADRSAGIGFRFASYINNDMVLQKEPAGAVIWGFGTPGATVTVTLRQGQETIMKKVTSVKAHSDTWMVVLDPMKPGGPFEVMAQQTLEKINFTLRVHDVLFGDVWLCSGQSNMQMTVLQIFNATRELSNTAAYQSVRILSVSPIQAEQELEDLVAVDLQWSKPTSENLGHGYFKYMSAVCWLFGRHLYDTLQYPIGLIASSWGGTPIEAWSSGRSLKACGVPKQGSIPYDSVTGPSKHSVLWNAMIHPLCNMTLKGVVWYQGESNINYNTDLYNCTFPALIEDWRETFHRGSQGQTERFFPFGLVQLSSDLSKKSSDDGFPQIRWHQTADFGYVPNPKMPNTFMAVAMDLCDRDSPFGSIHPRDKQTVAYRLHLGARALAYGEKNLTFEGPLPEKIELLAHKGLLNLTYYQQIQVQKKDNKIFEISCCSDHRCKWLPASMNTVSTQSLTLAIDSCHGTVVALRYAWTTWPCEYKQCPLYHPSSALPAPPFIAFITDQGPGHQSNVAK
# mABHD4 FP: ABHD4 (mouse) inhibition, primary FP screen; AID 720543; purified mABHD4, FP-Rh probe fluorescence polarization; Q8VD66; inhibition, % at 8.92 µM; 370,000 compounds, 0.54% hits;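 active = inhibition exceeding the mean over every tested compound plus 3 SD, cut at about 30% in these data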;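 also: 0% = plate median of compound wells and 100% = S159A mutant with DMSO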
# Target sequence (Q8VD66 whole entry, looked up): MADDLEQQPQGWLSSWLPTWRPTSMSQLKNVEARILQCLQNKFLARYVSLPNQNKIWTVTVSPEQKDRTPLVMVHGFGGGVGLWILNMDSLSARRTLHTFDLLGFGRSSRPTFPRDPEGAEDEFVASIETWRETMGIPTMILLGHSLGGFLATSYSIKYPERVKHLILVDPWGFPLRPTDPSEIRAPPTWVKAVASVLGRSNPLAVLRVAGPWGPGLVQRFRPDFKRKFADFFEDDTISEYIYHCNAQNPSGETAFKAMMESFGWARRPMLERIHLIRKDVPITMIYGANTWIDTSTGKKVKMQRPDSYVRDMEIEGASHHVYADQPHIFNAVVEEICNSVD
#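 Assay system: wild-type mouse ABHD4 protein; compound: single nominal dose of 8.92 µM, 0.89% DMSO final; schedule: 45 min + 60 min at 25 °C; measured by: FP readout, ex 525 nm / em 598 nm; evaluation: % inhibition of FP-Rh probe binding versus controls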
# LEDGF integ inh: blocks HIV-1 LEDGF/p75-dependent DNA integration | inhibition, % at 3.7 µM | 370,000 compounds, 0.64% hits | AID 743269 | TR-FRET IN-LEDGF/p75 DNA integration, Eu/Cy5;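 active = inhibition above the screen-wide mean plus 3 SD, cut at about 13% in these data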;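 also: signal is the Cy5 over europium emission ratio at 671 and 618 nm; 0% = plate median of compound wells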
# TCR-CD3 inh: inhibitors of human TCR-CD3 interaction; inhibition, % at 9.4 µM; TAMRA-labeled TCR probe fluorescence, biochemical; AID 651800; 360,000 compounds, 0.37% hits; in the data active = inhibition above about 19%;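 also: recombinant mutant TCR 2C K166C tagged with TAMRA read by polarization; 0% = receptor in buffer alone and 100% = receptor with positive control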
# rCAG binder: binds r(CAG) RNA repeats; AID 651821; inhibition, % at 3 µM; 370,000 compounds, 1.3% hits; r(CAG) RNA repeat, TO-PRO-1 dye displacement fluorescence;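 active = inhibition above the plate cutoff, the mean of all test compounds on that plate plus 3 SD, cut at about 35% in these data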;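 also: 0% = DMSO alone and 100% = 100 µM mitoxantrone as full dye displacement; higher means more dye released from RNA so lower well fluorescence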
# TDP2 absorb: TDP2 (human) inhibition, absorbance primary screen; recombinant TDP2, T5PNP hydrolysis, p-nitrophenol absorbance 415 nm; inhibition, % at 12.8 µM; 370,000 compounds, 0.34% hits;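 active = inhibition above the mean of all tested compounds plus 3 SD, set per campaign, cut at about 25% in these data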;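 also: 0% = DMSO with enzyme and 100% = buffer with substrate but no TDP2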
#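 Material: recombinant human TDP2; quantity: TDP2 enzyme at 120 nM final; medium: Tris-HCl pH 7.5 with MgCl2; compound: single concentration, 12.8 µM nominal, with 1% DMSO; incubation: 2 h enzyme incubation at 37 °C; signal: epi absorbance; measure: percent inhibition; benchmarks: high control without enzyme, low control DMSO plus TDP2; repeats: singlicate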
# Rev-erbA mod: modulators of human Rev-erb alpha DNA binding. 370,000 compounds, 0.79% hits. activity, % at 10 µM. Rev-erbα–FITC-DNA binding, fluorescence polarization, 90 min. AID 1259318. P20393;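 active = activity above about 14%, limit read from the data; passing the limit was not always enough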;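 also: 0% = DMSO wells with 35 nM protein and 100% = DMSO wells with 750 nM protein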
# HTRA1 inh: HTRA1 (human) protease inhibition; recombinant HTRA1, FP-rhodamine activity-based probe, fluorescence polarization; inhibition, % at 5.96 µM; 340,000 compounds, 0.5% hits; Q92743; in the data active = inhibition above about 36%;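 also: 0% = enzyme with DMSO and 100% = wells lacking enzyme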
# * marks the source's active call; other numbers are inactive results; · = no result given.
SMILES,PRMT1 inh,PG9 Ab binder,SIAE inh,mABHD4 FP,LEDGF integ inh,TCR-CD3 inh,rCAG binder,TDP2 absorb,Rev-erbA mod,HTRA1 inh
Cn1c(NNC(=O)c2ccc(C(C)(C)C)cc2)cc(=O)n(C)c1=O,2,-0.5,-6,1,-3,2,0,-2,1,1
CC(Sc1ccccc1)C(=O)Nc1cccc(N(C)S(C)(=O)=O)c1 (stereo unspecified),-1,0.4,6,-8,-1,-4,0,-10,5,4
CC1COc2ccccc2N1S(=O)(=O)c1ccccc1 (stereo unspecified),2,0.5,-1,-5,-2,-6,0,-3,4,·
CN(C)S(=O)(=O)c1ccc(N2CCCC2)c(C(=O)NCC2COc3ccccc3O2)c1 (stereo unspecified),0,1.7,4,3,-5,2,-3,5,-7,-4
CCN(CC)CC(=O)Nn1c(C)nc2c(ncn2-c2ccccc2)c1=O,-3,-1.4,8,1,3,5,-6,-4,5,8
CC(C)(C)S(=O)(=O)c1cnc(-c2ccccn2)nc1N,0,-1.9,-8,10,3,2,0,-4,1,7
CCN(C(=O)CSc1nncn1-c1ccccc1)c1c(N)n(Cc2ccccc2)c(=O)[nH]c1=O,1,1.6,2,-17,1,-7,1,-5,-8,5
O=C(CNC(=O)c1ccccc1F)N/N=C/c1cccnc1,5,-0.7,-5,9,2,-3,0,16,-6,5
COC(=O)/C=C(\Oc1ccccc1)C1(O)CCCCC1,4,0.5,-7,-8,-1,-1,-5,2,-7,1
COc1cc(C(=O)Nc2ccc(S(=O)(=O)NC(C)C)cc2)cc(OC)c1OC,-3,-0.4,6,1,0,1,-3,4,0,1
Cc1cc(C)c(OCCCCCNCCO)c(C)c1,-2,-1.0,-3,3,-1,-3,-1,-5,-4,4
Cc1ccc(C(=O)Nc2sc3c(c2C(=O)O)CCCC3)o1,0,0.9,-10,8,0,-2,7,-8,-4,-4
CN(CCN1CCOCC1)C(=O)C1CCC(=O)N(Cc2ccc(Cl)cc2)C1 (stereo unspecified),-2,-0.3,-3,3,1,1,3,-14,-1,-1
O=C(O)c1cc(-c2ccc(Cl)c(Cl)c2)n(-c2ccccc2)n1,-1,-1.0,-4,10,2,0,41*,2,-6,-1
COc1ccccc1CN1CCC(CNS(=O)(=O)c2cc(-c3cc(C)no3)ccc2OC)CC1,-7,1.1,-3,-10,1,-3,3,-15,-2,2

# Part of the list above, reformatted:
smiles | PRMT1 inh | PG9 Ab binder | SIAE inh | mABHD4 FP | LEDGF integ inh | TCR-CD3 inh | rCAG binder | TDP2 absorb | Rev-erbA mod | HTRA1 inh
Cc1cc(C)c(OCCCCCNCCO)c(C)c1 | -2 | -1.0 | -3 | 3 | -1 | -3 | -1 | -5 | -4 | 4
CN(C)S(=O)(=O)c1ccc(N2CCCC2)c(C(=O)NCC2COc3ccccc3O2)c1 (stereo unspecified) | 0 | 1.7 | 4 | 3 | -5 | 2 | -3 | 5 | -7 | -4
COC(=O)/C=C(\Oc1ccccc1)C1(O)CCCCC1 | 4 | 0.5 | -7 | -8 | -1 | -1 | -5 | 2 | -7 | 1
Cn1c(NNC(=O)c2ccc(C(C)(C)C)cc2)cc(=O)n(C)c1=O | 2 | -0.5 | -6 | 1 | -3 | 2 | 0 | -2 | 1 | 1

# New compounds follow
SMILES,PRMT1 inh,PG9 Ab binder,SIAE inh,mABHD4 FP,LEDGF integ inh,TCR-CD3 inh,rCAG binder,TDP2 absorb,Rev-erbA mod,HTRA1 inh
Cc1ccsc1C(=O)NCC(c1cccs1)N1CCOCC1 (stereo unspecified),-2,0.9,-7,1,3,0,1,-4,-3,0
COc1ccccc1Nc1c2c(nc3ccccc13)CCC2,-6,-2.3,0,0,-1,-3,-6,-2,3,2
CC(O)(c1ccc(F)c(F)c1)c1nc(-c2cccc(C(=O)O)c2)cs1 (stereo unspecified),-1,0.0,12,1,2,-5,4,8,2,·
CCC(CC)C(=O)Nc1cccc(-c2nc3ccccc3o2)c1,4,0.3,-6,2,1,-2,1,11,2,-6
CC(C)(C)n1nc2c(c1NC(=O)c1cccc(C(F)(F)F)c1)CS(=O)C2 (stereo unspecified),-1,1.6,-5,-8,0,8,1,4,-2,-1
Cc1ccc(C)c(NC(=O)CSc2nnc(C3CCCCC3)o2)c1,1,-1.6,2,1,5,-4,1,0,0,0
Cc1ccccc1SCc1noc(C(=O)NCC2CCCO2)c1C(=O)O (stereo unspecified),1,-0.9,5,6,-3,1,9,13,0,-2
O=C(Nc1ccc2c(c1)OCCO2)c1ccc(Cl)c(S(=O)(=O)N2CCOCC2)c1,-6,3.7,2,2,3,-9,-1,4,5,1
CSc1ccc(-c2nc(CN3CCCCC3c3cccnc3)c(C)o2)cc1 (stereo unspecified),11,1.8,-8,-8,-1,-4,0,-22,-5,-10
CN(/N=C/c1ccc(O)cc1O)c1ncc(C(F)(F)F)cc1Cl,0,-2.9,19*,7,2,-5,2,13,-3,56*
O=C(C[C@H]1C/C=C\C[C@@H](Cc2ccc(F)cc2)C(=O)OC[C@@H](Cc2c[nH]c3ccccc23)NC1=O)NCCO,-2,-0.4,-1,2,1,0,0,0,-3,8
COc1ccc(NC(C)=O)cc1CNC(=O)CN1CCOCC1,-2,-1.1,-3,0,-4,-2,2,-7,-7,0
O=C(c1ccc(Cl)c(S(=O)(=O)N2CCCC2)c1)N1CCCC(C(F)(F)F)C1 (stereo unspecified),-2,-0.8,5,5,-3,-3,-2,3,-4,0
Cc1cnc(C)c(Nc2nc(C(N)Cc3ccccc3)cs2)n1 (stereo unspecified),3,-0.6,5,6,7,3,11,0,-1,·
C[C@H](O)[C@@H]1C(=O)N2CCc3c([nH]c4ccccc34)[C@@H]2C[C@@H]1N(C)Cc1ccc2c(c1)OCO2,2,-3.4,9,8,1,-14,5,7,1,-7
CCOc1ccccc1N1CCN(C(=O)Nc2ccc(F)c(Cl)c2)CC1,-3,-1.8,-2,0,0,5,1,14,-2,-11
COc1ccc(C(=O)n2cc(C(=O)c3cc(C)ccc3O)cn2)cc1,0,-1.3,7,9,-2,2,1,9,-23,4
Clc1ccc(CSCCc2ccncc2)cc1,-2,-1.6,-2,0,-2,6,-1,-4,-1,-4
CC1Cc2nc(SCC(=O)Nc3ccc4c(c3)OCO4)n(-c3ccc(F)cc3)c(=O)c2S1 (stereo unspecified),0,-2.6,0,5,4,-9,5,-1,-2,-1
COc1ccccc1CC1CC(=O)N(c2ccc([N+](=O)[O-])cc2)C1=O (stereo unspecified),-2,1.3,-3,1,3,0,2,7,0,-2
c1ccc2c(c1)CCCc1cc(NCCN3CCOCC3)nnc1-2,7,0.1,2,-3,-1,1,1,4,-4,5
COc1ccccc1NS(=O)(=O)c1ccc(N2CCOCC2)c(N)c1,-2,1.7,-1,-4,2,5,7,4,-1,-6
COc1ccc(C(=O)NNC(=O)Cc2coc3cc(OC)ccc23)cc1,5,1.1,1,-2,2,-4,12,4,9,-9
c1ccc(CC(Nc2cccnc2)c2ccccc2)cc1 (stereo unspecified),10,0.9,-2,-13,3,-7,-1,-6,4,·
CC(O)(c1cccnc1)c1nc(-c2cc(F)cc(F)c2)cs1 (stereo unspecified),-2,1.3,-2,-3,-4,0,2,8,1,·
Cc1ccc(OCC(=O)N/N=C/c2cccnc2)cc1,1,0.7,-3,-3,-6,-2,-8,3,6,-6
CCCCn1c(N)c(NCCC(C)C)c(=O)[nH]c1=O,4,-3.2,-5,-1,3,-6,-6,-18,2,6
Cc1cnc(=O)[nH]c1SCC(=O)c1ccc(F)cc1,4,-0.8,-3,-4,0,-3,3,-5,6,-2
Cc1ccccc1NC(=O)Cc1c[nH]c2ccccc12,3,-2.7,-11,7,-3,3,2,-8,5,-10
CCc1nc(SCC(=O)O)c2c3c(sc2n1)COC(C)(C)C3,0,0.2,-5,-3,6,-2,2,5,5,9
O=c1nc(N2CCOCC2)ccn1Cc1ccc(Br)cc1,1,-0.4,0,3,-3,0,-6,15,7,3
CCCCNC(=O)C1(C)CCC(=O)N1c1cc(C(C)(C)C)nn1C (stereo unspecified),1,-0.9,-4,1,-3,-7,0,-1,1,·
Cc1nnc(SCCn2c(N(C)Cc3ccccc3)nc3c2c(=O)n(C)c(=O)n3C)s1,3,-0.5,4,2,2,3,-8,-2,0,6
CCOc1cc(C(c2c(C)[nH][nH]c2=O)c2c(C)[nH][nH]c2=O)ccc1OCc1ccc([N+](=O)[O-])cc1,5,0.2,5,2,3,1,39*,17,-3,11
COC(=O)Nc1ccc(S(=O)(=O)NCCO)cc1,0,0.2,-3,2,-2,-6,-2,-8,-6,-5
COc1ccc(/C=N/NC(=O)c2nn(-c3ccc(C)c(C)c3)c(=O)c3ccccc23)cc1,1,-4.1,-16,-1,4,4,2,-5,-8,2
O=C1c2sccc2-c2cccc3cccc1c23,14,-6.9,8,24,-6,-3,4,-2,-7,-13
CC(Oc1ccccc1)C(=O)N=C1SC2CS(=O)(=O)CC2N1Cc1ccc(F)cc1 (stereo unspecified),-1,0.2,1,-2,4,4,2,12,6,-3
Cc1nn(CC(=O)O)c2ccccc12,2,-0.3,4,2,-3,0,-2,-9,-2,1
Cc1cccc(NC(=O)CC(C)S(=O)(=O)c2ccc3c(c2)NC(=O)CO3)c1C (stereo unspecified),3,-0.2,-6,-3,0,6,-2,-1,0,2
O=C(COC(=O)c1ccc(S(=O)(=O)NCc2ccco2)cc1)Nc1ccc(Cl)cn1,5,0.9,-7,-7,0,7,8,4,-6,-15
C=C(C)n1c(=O)n(Cc2ccccc2C)c2ccccc21,1,-1.1,0,-6,-2,-6,-8,-4,4,0
COC(=O)[C@H](CC(C)C)N1Cc2nnn(Cc3ccccc3)c2-c2ccccc2S1(=O)=O,-6,·,-2,-1,4,·,-3,-9,3,·
COc1ccc(C(=O)N/C(=C\c2cn(C)c3ccccc23)C(=O)OCC(C)C)cc1,-2,-2.4,6,6,1,6,0,5,-2,6
COCCNc1nc(-c2cc(-c3ccccc3)on2)cc(C(C)C)n1,-1,-0.5,-7,-3,-1,8,0,2,-3,-37
Cc1cc(C)nc(NS(=O)(=O)c2ccc(NC(=O)c3ccc(S(=O)(=O)N(C)C)cc3)cc2)n1,1,1.0,0,-5,-2,0,12,9,-7,-2
C=C1C(=O)O[C@H]2C[C@H]1[C@@H](OC(C)=O)C/C(C)=C/CC/C(C)=C\CC[C@]2(C)O,0,-1.2,3,3,2,-8,-1,15,2,3
Cc1cc2oc(=O)cc(CN(Cc3ccccc3)Cc3ccccc3)c2cc1Cl,-1,-1.1,-2,-6,1,1,4,-6,10,·
Cc1cccc(NC(=O)Nc2nnc([C@@H]3C[C@H](O)[C@@H](CO)O3)s2)c1,2,0.4,7,-1,-3,-7,1,-7,6,·
COc1ccc(C)cc1N(C(=O)c1ccc(F)cc1)c1nc2ccccc2s1,3,-0.5,-2,-9,3,6,-1,-5,-1,-25

# An excerpt; rates above refer to the full screens.
